iPSC survival up – enhancers of single-cell hiPSC survival, primary screen, ATPlite luminescence. 100% = ROCK inhibitor wells, 0% = DMSO. survival enhancement, % at 20 µM. actives 0.044% (n = 360,000); in the data active = survival enhancement above about 18%;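 also: cells exposed to compounds for 16 hours before the ATP read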
NR2E3 ag-1 – NR2E3 agonists in two-hybrid cells, primary screen, cell-based, luminescence, CHO-S, Gal4-NCOR/VP16-NR2E3; Photoreceptor-specific nuclear receptor (Homo sapiens), Q9Y5X4; luciferase; inhibition of corepressor binding, % at 3.98 µM; actives 0.35% (n = 360,000); AID 602229, 2012;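 active = inhibition above the mean of all tested compounds plus 3 SD, cut at about 70% in these data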;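 also: 0% = DMSO with NR2E3 transfected cells and 100% = cells lacking NR2E3 construct; higher means lower luciferase signal from less NR2E3 corepressor binding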
Target sequence (Q9Y5X4 whole entry, looked up, the tested form may be a part): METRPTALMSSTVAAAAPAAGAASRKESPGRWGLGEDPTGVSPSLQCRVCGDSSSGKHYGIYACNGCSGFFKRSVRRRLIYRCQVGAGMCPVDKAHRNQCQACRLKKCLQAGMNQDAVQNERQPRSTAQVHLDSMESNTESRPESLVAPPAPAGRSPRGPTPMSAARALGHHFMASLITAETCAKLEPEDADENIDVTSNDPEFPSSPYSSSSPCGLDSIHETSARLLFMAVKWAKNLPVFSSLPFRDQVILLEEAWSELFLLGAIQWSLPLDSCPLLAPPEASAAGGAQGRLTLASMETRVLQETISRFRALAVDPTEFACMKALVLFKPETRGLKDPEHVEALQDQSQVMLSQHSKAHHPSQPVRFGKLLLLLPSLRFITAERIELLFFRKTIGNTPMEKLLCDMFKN
Vif inh – HIV Vif self-association inhibitors, primary screen, imaging, HEK293T, single point; HEK293T cells, Vif self-association by quenched fluorescence, 24 h; inhibition, % at 7.49 µM; actives 0.35% (n = 340,000); in the data active = inhibition above about 50%, passing the limit was not always enough; inconclusive = no clear call, values can overlap the other calls; inactive = below about 31%; also: some results filed as inactive read as strong as hits
Exocytosis inh – LAMP-1 surface exposure blockers, TALL-104 cells – cell-based, flow cytometry, MLPCN library, primary screen. TALL-104 LAMP-1 surface exposure; cells stimulated with thapsigargin and PMA. inhibition, % at 10 µM. actives 0.66% (n = 360,000);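 active = inhibition above about 55%, limit read from the data; inconclusive = no clear call, values can overlap the other calls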
aDG glyco up – activators of alpha-DG glycosylation, primary screen, uHTS, Pro5-aDG cells, AlphaScreen. alpha-DG glycosylation AlphaScreen (IIH6); 0% Pro5, 100% B10-LARGE cell signal. activation, % at 10 µM. actives 0.22% (n = 360,000). AID 624168, 2012;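 active = activation of at least 8% versus controls, or a plate z-score of at least 8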;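 also: Pro5 are CHO cells carrying HIG-tagged alpha-DG that lacks glycosylation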
Peg3 prom inh – Peg3 promoter-driven luciferase inhibitors, primary screen, cell-based, HeLa, luciferase luminescence; HeLa PEG-Prom luciferase reporter, overnight; inhibition, % at 20 µM; actives 1.7% (n = 360,000); AID 588405, 2011;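 active = inhibition of at least 50% at 20 µM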
MITF TRPM1 inh – inhibitors of MITF-dependent TRPM1 promoter reporter, primary screen, cell-based, SK-MEL-5, single point, luciferase; SK-MEL-5 TRPM1 promoter luciferase, 24 h; inhibition, % at 12.5 µM; actives 0.83% (n = 330,000); AID 488899, 2010;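 active = mean inhibition across replicates of 60% or more, whatever share of single replicates reaches that level; inconclusive = some that reach 60%, reason not given; inactive = mean inhibition across replicates below 60%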; also: values of inactives mirror those of a sister screen read the other way
CaV13 FRET inh – Primary screen for inhibitors of IQ motif and Ca2+-dependent inactivation inhibitor domain binding in CACNA1D, Förster resonance energy transfer in living cells, …; inhibition, % at 12.3 µM; AID 743397; HEK cells, CFP/YFP FRET ICDI-IQ, plate reader, 10 min; percent FRET-ratio fall versus neutral wells; actives 0.098% (n = 340,000);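 active = mean replicate inhibition of at least 30% and at least 1% of replicates passing that level; inconclusive = only one of the two criteria is met; inactive = neither criterion is met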;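 also: 0% = median of the neutral control wells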
NR2E3 ag-2 – inhibitors of NR2E3-RetCOR corepressor binding, primary screen, NR2E3 agonist project, biochemical, TR-FRET, GST-NR2E3, biotin-RetCOR. actives 0.12% (n = 320,000). inhibition of corepressor binding, % at 4.78 µM. AID 2300, 2010. 1536-well;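 active = percent inhibition above the cutoff of mean plus 3 SD of all tested compounds, set per screening campaign, cut at about 20% in these data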;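 also: 0% = DMSO wells and 100% = biotin wells as full block of FRET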
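System: GST-NR2E3 and biotin-RetCOR proteins; probe or stimulus: 7 nM biotin-RetCOR; doses: compound at 4.8 µM, single dose; schedule: Compound–protein incubation for 5 h at 4 °C; detection: time-resolved FRET; read-out: percent inhibition; controls: biotin wells as high control, 0.6% DMSO wells as low control; format: 1536-well plates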
HIF-2a inh – HIF-2a reporter inhibitors, primary screen, luminescence, 786-0 RCC cells; inhibition, % at 18.8 µM; actives 0.72% (n = 360,000); 786-0 RCC cells HIF-2a reporter, luciferase luminescence, overnight; AID 624352, 2012;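 active = inhibition of the luminescence signal of 40% or more relative to plate controls, in a single-dose primary screen at 18.75 µM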
PDI inh – inhibitors of human PDI, primary screen, biochemical, turbidity, single point, plate reader | PDI insulin aggregation turbidity, A650, 90 min | inhibition, % at 10 µM | actives 0.052% (n = 350,000);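 active = mean inhibition across replicates of 30% or more, whatever share of single replicates reach that level; inconclusive = mean inhibition below 30% while every single replicate reaches 30%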;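 also: absorbance from insulin aggregation driven by PDI reduction with DTT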
Target sequence (P07237 whole entry, looked up): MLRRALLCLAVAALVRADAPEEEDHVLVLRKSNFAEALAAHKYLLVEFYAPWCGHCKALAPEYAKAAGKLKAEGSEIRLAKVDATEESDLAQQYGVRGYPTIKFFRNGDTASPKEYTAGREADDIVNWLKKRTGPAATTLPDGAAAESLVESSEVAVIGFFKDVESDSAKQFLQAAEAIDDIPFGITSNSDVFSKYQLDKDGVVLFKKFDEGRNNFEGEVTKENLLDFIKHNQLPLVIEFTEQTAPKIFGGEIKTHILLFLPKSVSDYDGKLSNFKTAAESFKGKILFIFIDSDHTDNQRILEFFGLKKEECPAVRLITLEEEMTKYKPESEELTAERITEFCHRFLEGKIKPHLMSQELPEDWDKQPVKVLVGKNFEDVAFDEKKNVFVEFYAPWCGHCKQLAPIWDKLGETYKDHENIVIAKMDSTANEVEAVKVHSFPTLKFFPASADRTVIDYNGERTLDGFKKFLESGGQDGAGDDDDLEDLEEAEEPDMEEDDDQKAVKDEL
Active calls of the source: *; ? = inconclusive; nt = no result given.

SMILES	iPSC survival up	NR2E3 ag-1	Vif inh	Exocytosis inh	aDG glyco up	Peg3 prom inh	MITF TRPM1 inh	CaV13 FRET inh	NR2E3 ag-2	HIF-2a inh	PDI inh
CCCn1c(C(O)c2ccc(OC)c(OC)c2)nc2ccccc21 (stereo unspecified)	-0.5	1.1	-0.1	-4.9	0.0	20.4	-4.6	-1.5	3.5	10.0	-1.5
CC(=O)c1cc(C)ccc1OC(=O)c1cccnc1	11.4	-9.7	?	12.5	-0.3	5.5	-4.1	-4.7	1.0	4.7	0.6
COC(=O)/C(C#N)=C/c1occc1C	3.8	-10.5	3.0	0.2	-0.3	-10.0	4.3	-4.3	0.4	14.7	10.4
COCCn1c(=S)[nH]c2cc(C(=O)N3CCN(Cc4ccc5c(c4)OCO5)CC3)ccc2c1=O	1.4	2.4	-15.9	11.3	0.2	36.1	24.1	-2.4	0.6	4.0	1.8
CCCCNC(=O)COc1ccccc1C(=O)c1cc(C#N)c(=O)n(CCOC)c1	0.5	-10.9	0.1	5.3	-0.2	-1.7	-5.4	-3.0	5.5	-1.4	-5.3
O=C(Cn1nc(C(F)(F)F)c2c1CCC2)NCc1ccc(Cl)cc1	-6.7	-2.5	0.4	-3.1	-0.1	4.1	4.1	nt	4.9	-2.5	1.2
Cc1noc(NS(=O)(=O)c2ccc(NC(=O)c3ccc(N(C)C)cc3)cc2)c1C	0.8	-47.2	2.5	0.8	0.3	-6.1	-7.1	-5.9	2.8	3.2	-1.2
COc1cc(C(=O)NCC(=O)NCCCSc2ccccc2)cc(OC)c1OC	-0.5	0.8	-7.1	-3.6	-0.1	4.8	4.7	-5.1	3.3	5.4	1.0
CCN1C(=O)[C@@H]2Cc3c([nH]c4ccccc34)C(c3ccc(OC)cc3)N2C1=S (stereo partly specified)	0.1	-62.3	-9.0	51.7	0.1	30.7	7.3	nt	0.7	-9.4	0.5
COc1ccc(NC(=O)C23CC4CC(C2)CC(n2cnc(Br)n2)(C4)C3)cc1Cl	4.1	12.5	-13.0	-1.0	0.3	12.1	2.9	-4.3	0.8	15.0	11.2
C=CCn1c(=O)[nH]c2cc(C(=O)N3CCN(c4ccc(C(C)=O)cc4)CC3)ccc2c1=O	-0.7	-0.3	-13.0	-1.6	0.4	-10.1	11.3	-3.7	-9.7	-23.5	0.7
Cc1ccc(S(=O)(=O)N2CCOCC2)cc1NC(=O)c1cc(-c2ccccn2)nc2ccccc12	-0.3	-15.8	-7.4	0.2	-0.1	90.4*	21.2	5.3	2.9	95.2*	0.4
CC(=O)N1CCc2cc(NC(=O)C3(C)CCN3CCc3ccccc3)ccc21 (stereo unspecified)	-0.8	22.9	2.9	-1.8	-0.3	12.2	nt	-10.8	nt	4.4	-10.6
COC(=O)CSc1snnc1-c1ccc(F)cc1	9.1	14.3	11.1	1.8	0.0	-1.0	-10.1	-5.1	-0.7	13.8	6.0
Cc1ccc(Nc2nc(N/N=C\c3ccc4c(c3)OCO4)nc(N3CCOCC3)n2)cc1	-0.3	38.9	-4.4	2.7	-0.6	45.7	-30.7	-6.3	-1.2	7.7	13.7
CCOC(=O)N1CCc2c(sc3c2c(=O)n(Cc2ccccc2)c(=O)n3Cc2cccc(C)c2)C1	-4.1	-37.6	5.2	-3.8	0.1	8.7	3.5	-6.4	-0.5	-4.3	0.0
CCc1ccccc1NC(=O)c1cc(-c2cccs2)on1	-0.2	-60.6	-1.0	3.3	0.0	-156.5	-18.5	-1.9	3.7	-153.2	-2.5
C[C@H]1CN([C@@H](C)CO)C(=O)c2cc(/C=C/c3ccccc3)cnc2O[C@H]1CN(C)C(=O)c1cccc(F)c1	2.8	-12.7	-0.3	-3.7	0.3	1.2	nt	-10.4	nt	4.3	-3.8
COc1ccc(CNS(=O)(=O)c2ccc(-c3cnc(C4CC4)o3)cc2)cc1	-0.6	57.0	-6.3	-0.8	-0.2	22.2	-0.7	-15.4	0.2	5.9	2.5
Nc1nc(-c2ccc(Cl)cc2)nn1C(=O)c1ccco1	-0.1	-23.4	8.5	2.6	0.1	-15.3	-10.7	3.4	2.4	-24.1	-0.6
O=C(NCc1ccncc1)/C(=C\c1ccc(F)cc1)NC(=O)c1ccccc1	-0.6	-7.4	-10.1	29.3	0.0	15.2	-13.1	0.5	-0.3	11.5	1.8
CC(OC(=O)C1CCCC1)C(=O)Nc1ccc(C(N)=O)cc1 (stereo unspecified)	-0.5	15.9	0.7	-2.1	0.0	-3.0	3.3	-5.9	0.2	11.3	-2.8
CCc1nc2c(OCc3cccc(Cl)c3)cccn2c1N(C)C(C)=O	-1.4	40.1	2.7	-6.2	0.7	12.6	nt	-5.4	nt	14.6	-4.2
Cc1csc(CNc2ncnc3ccc(-c4ccoc4)cc23)c1	0.0	-90.1	3.2	10.9	0.2	-21.3	-11.5	4.0	1.7	-2.4	-6.1
COc1cc(/C=N/Nc2ccc(F)cc2F)cc(OC)c1O	-2.5	2.0	1.1	13.6	0.3	7.0	8.4	-6.0	-3.1	10.7	-4.0
O=[N+]([O-])c1ccc(N2CCN(CC3CCCCC3)CC2)cc1	0.0	-10.5	12.8	62.8*	0.1	5.8	-2.1	-6.9	5.0	8.9	7.9
O=C(Cn1nnc(-c2ccccc2F)n1)Nc1ccc(S(=O)(=O)NC2CCCC2)cc1	-0.7	7.6	2.4	-2.5	0.0	23.2	-3.7	nt	0.9	25.3	4.8
O=c1cc(O)n(-c2ccccc2)c(=S)[nH]1	8.7	1.7	7.2	-0.6	0.2	20.1	4.7	nt	0.5	3.8	3.3
CC(C)(C)NC(=S)NNC(=O)c1ccccc1Cl	-0.7	-19.6	-1.0	6.7	0.3	-12.0	-6.7	-4.2	0.2	-17.4	8.4
Cc1cccc2cc(C3CC(c4cccs4)=NN3S(C)(=O)=O)c(Cl)nc12 (stereo unspecified)	-0.4	8.9	-7.6	-2.5	-0.2	9.4	1.0	2.1	-0.7	27.8	-0.9
Cc1ccc2sc(NC(=O)c3ccc(N4C(=O)CCC4=O)cc3)nc2c1C	-1.1	8.1	3.5	3.9	0.0	29.8	0.2	-6.7	6.7	-1.8	12.7
COc1ccc(S(=O)(=O)N(C)C[C@H]2OCCCC[C@@H](C)Oc3ccc(NC(=O)CCC(F)(F)F)cc3C(=O)N([C@H](C)CO)C[C@@H]2C)cc1	-0.3	-22.4	-2.4	3.4	0.0	-1.8	nt	-2.4	nt	6.8	4.2
CN1C(=O)Cc2cc(S(=O)(=O)Nc3ccc(N4CCOCC4)cc3)ccc21	-0.4	-19.5	7.4	-12.9	-0.2	5.2	-3.3	-3.5	-1.6	16.4	2.7
CCn1c(=O)c2sccc2n(CC(=O)NC2CCCC2)c1=O	-0.4	-10.1	10.6	-9.6	-0.1	8.0	1.2	-19.4	4.5	16.8	4.7
CC(C)CN(C(=O)COC(=O)c1ccc([N+](=O)[O-])o1)C1CCS(=O)(=O)C1 (stereo unspecified)	2.0	-2.6	-12.2	3.6	0.0	-5.7	-10.2	-2.9	-0.8	-10.3	-17.8
CC(C)C[C@@H](CO)N1CCN(Cc2ccc(O)cc2)CCC1=O	-2.0	1.9	8.4	-5.8	-0.1	-2.6	-3.2	-5.4	-0.2	4.8	-0.1
Cc1ccccc1CSCC(=O)NCc1ccco1	1.0	9.3	-2.7	-5.9	-0.1	-21.8	7.7	0.0	0.4	-30.9	4.9
COc1cc(C(=O)OCCCN2CCOCC2)cc(OC)c1OC	-1.9	-29.6	-3.7	-4.8	-0.2	6.3	nt	-6.5	nt	0.8	-4.9
COc1ccc(C(=O)CC(=O)C(=O)Nc2cc([N+](=O)[O-])ccc2OC)cc1	0.1	-33.9	5.2	-7.1	-0.1	9.5	-1.0	nt	2.8	-207.0	-13.1
O=C(COc1ccccc1[N+](=O)[O-])NCC1(N2CCOCC2)CCCCC1	0.7	3.7	-10.8	17.9	0.1	22.4	-4.1	-14.9	nt	11.9	-8.1
CCN1CCCC1CNC(=O)c1[nH]c2ccc(OC)cc2c1C (stereo unspecified)	-0.5	6.0	-5.7	-3.8	0.1	5.3	-24.0	-4.6	-4.2	10.4	-99.0
CN(C)C(=O)CS(=O)(=O)c1ccc(Cl)cc1	0.2	-17.5	1.7	-6.6	0.0	7.9	1.7	10.8	-1.5	11.8	-2.7
CC(C(=O)Nc1ccc(F)c(F)c1F)N1CCCCCC1 (stereo unspecified)	-1.4	-6.1	30.9	-3.1	-0.1	8.2	-3.0	-4.3	2.9	12.5	-1.7
O=C(N/N=C(\Cc1ncc[nH]1)c1ccccc1)c1ccncc1	-0.9	7.3	13.8	3.6	1.9	31.4	16.3	-20.5	5.4	18.3	-1.2
COc1ccccc1NS(=O)(=O)c1cccc(C(=O)N/N=C(\C)c2ccc3c(c2)OCCO3)c1	3.3	10.4	3.2	-3.3	0.0	-23.1	9.0	-4.5	0.8	-51.9	-31.0
Cc1ccc(SCC(=O)O/N=C(\N)c2cccnc2)cc1	-0.3	-2.6	2.6	-8.3	0.1	-33.7	-8.6	nt	-0.2	-124.6	-4.1
CC12c3ccccc3C(c3ccccc31)C1C(=O)N(c3cccnc3)C(=O)C12 (stereo unspecified)	-1.2	-22.9	-4.1	-8.3	0.0	2.7	-3.5	-2.1	-2.6	21.3	-0.3
COc1ccc(/C=C/C(=O)Nc2ccc(C(C)=O)cc2)cc1S(=O)(=O)N1CCOCC1	-3.8	8.2	0.9	-11.6	-0.4	-7.1	nt	-10.9	nt	-0.3	6.0

Record cards, as listed above:
Results for CC(C)CN(C(=O)COC(=O)c1ccc([N+](=O)[O-])o1)C1CCS(=O)(=O)C1 (stereo unspecified) = iPSC survival up = 2.0; NR2E3 ag-1 = -2.6; Vif inh = -12.2; Exocytosis inh = 3.6; aDG glyco up = 0.0; Peg3 prom inh = -5.7; MITF TRPM1 inh = -10.2; CaV13 FRET inh = -2.9; NR2E3 ag-2 = -0.8; HIF-2a inh = -10.3; PDI inh = -17.8
Results for CN(C)C(=O)CS(=O)(=O)c1ccc(Cl)cc1 = iPSC survival up = 0.2; NR2E3 ag-1 = -17.5; Vif inh = 1.7; Exocytosis inh = -6.6; aDG glyco up = 0.0; Peg3 prom inh = 7.9; MITF TRPM1 inh = 1.7; CaV13 FRET inh = 10.8; NR2E3 ag-2 = -1.5; HIF-2a inh = 11.8; PDI inh = -2.7

Screening data from PubChem BioAssay.
